TcdB inh = TcdB glycohydrolase inhibitors, primary screen, biochemical, single point, plate reader | Toxin B (Clostridioides difficile), P18177 | TcdB glycohydrolase enzymatic assay | inhibition, % at 9.99 µM | 0.24% of 350,000 active; in the data active means inhibition above about 10%
FBA Mtb inh = Mtb FBA enzyme inhibitors, primary screen, biochemical, fluorescence, strain H37Rv; Fructose-bisphosphate aldolase (Mycobacterium tuberculosis (strain ATCC 25618 / H37Rv)), …; purified M. tuberculosis FBA, fluorescence read-out; inhibition, % at 1 µM; 2.3% of 360,000 active; AID 588726, 2011; in the data active means inhibition above about 27%;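 further: 0% = vehicle and 100% = reference inhibitor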
FadD28 FP inh = inhibitors of FadD28 bisubstrate probe binding, primary screen, biochemical, fluorescence polarization, single point; Mycobacterium tuberculosis FadD28 fatty-acid-AMP ligase; inhibition, % at 12.5 µM; 0.22% of 360,000 active; AID 588549, 2011; in the data active means inhibition above about 8.5%, passing the limit was not always enough
* marks the source's active call; other numbers are inactive results.

entry	SMILES	TcdB inh	FBA Mtb inh	FadD28 FP inh
1	O=C1C2C3CC4C5C3C1C5C1(SCCS1)C42 (centres undefined)	0.7	0	-2.7
2	Cc1cccc(Cl)c1NC(=O)NCCCN1CCCCC1C (centres undefined)	-0.7	2	0.2
3	Cn1cc(-c2ccc3c(c2)OCO3)c2ccccc21	-0.3	20	2.3
4	COc1ccc(C=C2CCc3ccccc3C2=O)cc1	-0.3	-1	-0.2
5	O=C(Cc1cccc2c(=O)cc(-c3ccccc3)oc12)OCCN1CCOCC1	0.6	2	-1.5
6	COC1=Nc2ccccc2N2CCN=C12	1.5	66*	-1.4
7	Cc1ccc(C=NNC(=O)C(=O)Nc2ccc(Cl)c([N+](=O)[O-])c2)cc1	1.1	-1	-4.1
8	O=C1C(c2ccccc2)CN1Cc1ccccc1 (centres undefined)	0.8	-1	-4.8
9	COc1cc2c(cc1OC(C)=O)C(=O)CCCC2	1.1	1	-2.0
10	O=C1CC(=O)N(C2CCCCC2)C(=O)N1c1ccccc1S(=O)(=O)Oc1ccccc1	2.2	2	0.9
11	CC(=O)Nc1cccc2cc(S(=O)(=O)O)ccc12	-0.2	1	-2.9
12	O=C1Nc2cnc(Cl)nc2Nc2ccccc21	-8.9	1	-3.2
13	O=C1C(=Cc2cccc(Cl)c2)CCc2ccccc21	-0.4	-3	-5.4
14	COc1ccc2c(C)cc(=O)oc2c1OCC(O)CN1CCOCC1 (centres undefined)	0.3	22	-0.1
15	CC=C1OC(n2cnc3c(N)ncnc32)C(O)C1O (centres undefined)	0.8	1	-1.1
16	COc1ccc(OC)c2c1CCC1(C2)NC(=O)NC1=O (centres undefined)	-1.8	-2	-1.4
17	COc1cc(CCN=Cc2cc(Cl)cc(Cl)c2O)c([N+](=O)[O-])cc1OC	1.1	3	-0.5
18	Cc1cc(C)c2cc(N)c(Cl)nc2n1	-0.7	8	-0.3

Along the list, as entered above:
FadD28 FP inh, compounds 6–13, in order: -1.4, -4.1, -4.8, -2.0, 0.9, -2.9, -3.2, -5.4
TcdB inh, compounds 6–13, in order: 1.5, 1.1, 0.8, 1.1, 2.2, -0.2, -8.9, -0.4

Of the compounds above, these have sulfur.
entry	SMILES	TcdB inh	FBA Mtb inh	FadD28 FP inh
1	O=C1C2C3CC4C5C3C1C5C1(SCCS1)C42 (centres undefined)	0.7	0	-2.7
10	O=C1CC(=O)N(C2CCCCC2)C(=O)N1c1ccccc1S(=O)(=O)Oc1ccccc1	2.2	2	0.9
11	CC(=O)Nc1cccc2cc(S(=O)(=O)O)ccc12	-0.2	1	-2.9

Full records, quoted from the list.
`O=C1C2C3CC4C5C3C1C5C1(SCCS1)C42` (centres undefined) as listed: TcdB inh = 0.7; FBA Mtb inh = 0; FadD28 FP inh = -2.7
`Cc1cc(C)c2cc(N)c(Cl)nc2n1` as listed: TcdB inh = -0.7; FBA Mtb inh = 8; FadD28 FP inh = -0.3

Source: PubChem BioAssay (several laboratories)

Only part of the results is shown; the hit share may differ from the screen's.
